RPL19A TOR yeast: RPL19A-GFP expression modulators in yeast, primary screen, cell-based, S. cerevisiae, multiplex flow cytometry, MLPCN; S. cerevisiae RPL19A-GFP strain, 3 h; stronger effect = lower value; percent response vs DMSO, % at 10 µM; actives 0.3% (n = 330,000);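 active = percent response vs DMSO below 50%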;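 note: median channel GFP fluorescence of the barcoded RPL19A-GFP strain; ratio of sample median GFP to plate DMSO average so 100% = DMSO; lower means less RPL19A-GFP as with rapamycin TOR inhibition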
procasp3 activ: activators of human procaspase-3 D3A mutant, primary screen, biochemical, absorbance, PC-3 D3A mutant, single concentration; activation, % at 8.5 µM; recombinant procaspase-3 D3A, Ac-DEVD-pNA absorbance 405 nm; Caspase-3 (Homo sapiens), P42574; actives 0.11% (n = 330,000);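 active = activation above the mean of all tested compounds plus 3 SD, cut at about 21% in these data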;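 note: 0% = DMSO alone and 100% = DMSO wells spiked with extra 5 µM PC-3 D3A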
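Technique: 405 nm absorbance of p-nitroaniline, reads at 0 and 120 min; Test system: Procaspase-3 D3A mutant; Incubation: 1 h enzyme-compound preincubation, then 2 h substrate reaction, 25 °C; Repeats: singlicate, each compound tested once; Benchmarks: low control DMSO wells, high control DMSO plus 5 µM PC-3 D3A.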
LAP4 TOR yeast: modulators of LAP4-GFP expression in yeast, primary screen, S. cerevisiae, multiplex flow cytometry, MLPCN library | 3 h; median GFP as percent of DMSO wells | GFP response vs DMSO, % at 10 µM | actives 0.34% (n = 320,000);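 active = GFP response vs DMSO above a set limit, about the screen mean plus 3 SD, cut at about 150% in these data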
proCasp7 act: procaspase-7 activators, primary screen, counter-screen for procaspase-3 activator project, biochemical, absorbance, HTS, human; actives 0.093% (n = 330,000); Caspase-7 (Homo sapiens), P55210; activation, % at 8.5 µM; AID 463210, 2010; recombinant procaspase-7, Ac-DEVD-pNA absorbance 405 nm; D23A/D198A/D206A triple mutant, cannot self-cleave; scale: DMSO 0, 5 µM enzyme 100;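 active = percent activation above the screen-wide mean plus 3 SD, cut at about 25% in these data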
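Assay system: Uncleavable procaspase-7 mutant enzyme; Input: 2 µM procaspase-7 mutant as dispensed; Also added: DEVD-pNA substrate; Medium: Zinc-free HEPES pH 7.4 with 300 mM NaCl, 0.01% Triton X-100; Timing: 1 h compound preincubation, 2 h substrate cleavage, 25 °C; Measured by: Epi-absorbance of released pNA at 405 nm, two timepoints.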
EBNA-1 inhibitor: EBNA-1 DNA-binding inhibitors, primary screen, biochemical, fluorescence polarization. AID 1950, 2009. inhibition, % at 14.8 µM. actives 0.34% (n = 300,000); in the data active = inhibition above about 28%
MEP2-GFP yeast: modulators of MEP2-GFP levels in yeast, primary screen, S. cerevisiae, multiplex flow cytometry, MLPCN library; S. cerevisiae MEP2-GFP strain, 3 h; 100% = DMSO control level; GFP response vs DMSO, % at 10 µM; actives 0.51% (n = 330,000);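 active = GFP response versus DMSO above a set limit, roughly screen mean plus 3 SD, cut at about 180% in these data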;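 note: median GFP fluorescence of the barcode-gated MEP2-GFP cells per well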
AHR act: AHR activators, primary screen, cell-based, luminescence, luciferase reporter, human; Aryl hydrocarbon receptor (Homo sapiens), P35869; AHR-responsive luciferase reporter cells; activation, % at 5 µM; actives 2.5% (n = 320,000); in the data active = activation above about 47%;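 note: 0% = vehicle wells and 100% = reference agonist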
ZTA counter: ZTA (EBV) inhibition in EBNA-1 counter-screen; P03206; ZTA-DNA binding, fluorescence polarization; inhibition, % at 11 µM; actives 0.15% (n = 320,000); AID 2234; in the data active = inhibition above about 33%
* hit, by the source's call.

What do the screens show for `Cc1nn(-c2cccc(C(=O)O)c2)c(C)c1Oc1ccccc1O`?
RPL19A TOR yeast: 108; procasp3 activ: -3; LAP4 TOR yeast: 113; proCasp7 act: 6; EBNA-1 inhibitor: 1; MEP2-GFP yeast: 114; AHR act: 0; ZTA counter: -3

How did O=C(c1ccco1)N1CCN(C(c2ccc(F)cc2)c2nnnn2Cc2cccs2)CC1 (stereo not given) do in these assays?
RPL19A TOR yeast: 98; procasp3 activ: -4; LAP4 TOR yeast: 92; proCasp7 act: -14; EBNA-1 inhibitor: -10; MEP2-GFP yeast: 102; AHR act: 6; ZTA counter: -29

How did CCC(=O)Nc1cc(C)c(NC(=O)c2ccccc2OC)cn1 do in these assays?
RPL19A TOR yeast: 101; procasp3 activ: 3; LAP4 TOR yeast: 106; proCasp7 act: 4; EBNA-1 inhibitor: 2; MEP2-GFP yeast: 105; AHR act: 4; ZTA counter: 15

What do the screens show for `COc1ccc(OC)c(C(=O)CSc2nnnn2C)c1`?
RPL19A TOR yeast: 108; procasp3 activ: 3; LAP4 TOR yeast: 114; proCasp7 act: 0; EBNA-1 inhibitor: 2; MEP2-GFP yeast: 104; AHR act: 1; ZTA counter: 0

How did COc1ccccc1Oc1ccc2c(c1)C(=O)N(CC(=O)O)C2=O do in these assays?
RPL19A TOR yeast: 99; procasp3 activ: -12; LAP4 TOR yeast: 94; proCasp7 act: -2; EBNA-1 inhibitor: -4; MEP2-GFP yeast: 97; AHR act: 0; ZTA counter: -7

What do the screens show for `COC(=O)c1ccc(CN2CCCC(CO)(Cc3ccccc3F)C2)cc1` (stereo not given)?
RPL19A TOR yeast: 101; procasp3 activ: -2; LAP4 TOR yeast: 93; proCasp7 act: 12; EBNA-1 inhibitor: -1; MEP2-GFP yeast: 98; AHR act: 1; ZTA counter: 9

How did COC(=O)c1ccc(NC(=O)CSCC(=O)OCC(=O)c2ccc(Br)cc2)cc1 do in these assays?
RPL19A TOR yeast: 101; procasp3 activ: -2; LAP4 TOR yeast: 102; proCasp7 act: -13; EBNA-1 inhibitor: 0; MEP2-GFP yeast: 99; AHR act: 2; ZTA counter: -16

Results for COc1cc2ccccc2cc1C(=O)NC1CCC(C)CC1 (stereo not given) ?
RPL19A TOR yeast: 97; procasp3 activ: 7; LAP4 TOR yeast: 81; proCasp7 act: 7; MEP2-GFP yeast: 92; AHR act: 0

Results for Clc1ccc(NCc2nncn2-c2ccccc2)cc1 ?
RPL19A TOR yeast: 108; procasp3 activ: 10; LAP4 TOR yeast: 111; proCasp7 act: -6; EBNA-1 inhibitor: -2; MEP2-GFP yeast: 109; AHR act: 10; ZTA counter: -2

Results for O=C(CC1NC(=O)NC1=O)Nc1cccc2ccccc12 (stereo not given) ?
RPL19A TOR yeast: 102; procasp3 activ: 2; LAP4 TOR yeast: 104; proCasp7 act: -1; EBNA-1 inhibitor: 3; MEP2-GFP yeast: 106; AHR act: 1; ZTA counter: 5

How did CC1C(C#N)=C(N)OC2=C1C(=O)CCC2 (stereo not given) do in these assays?
RPL19A TOR yeast: 101; procasp3 activ: -14; LAP4 TOR yeast: 102; proCasp7 act: -13; EBNA-1 inhibitor: -7; MEP2-GFP yeast: 104; AHR act: 4; ZTA counter: -7

How did COc1cccc(-c2nn(Cc3ccccc3)cc2CO)c1 do in these assays?
RPL19A TOR yeast: 93; procasp3 activ: -1; LAP4 TOR yeast: 88; proCasp7 act: -6; EBNA-1 inhibitor: -4; MEP2-GFP yeast: 94; AHR act: 5; ZTA counter: -23

Results for O=C1NC(=Nc2cccc([N+](=O)[O-])c2)SC1(CO)CO ?
RPL19A TOR yeast: 102; procasp3 activ: 4; LAP4 TOR yeast: 87; proCasp7 act: 2; EBNA-1 inhibitor: 10; MEP2-GFP yeast: 105; AHR act: 1; ZTA counter: 13

Results for CC(C)S(=O)(=O)c1csc(C(=O)NN)c1-n1cccc1 ?
RPL19A TOR yeast: 95; procasp3 activ: -4; LAP4 TOR yeast: 107; proCasp7 act: 5; EBNA-1 inhibitor: 14; MEP2-GFP yeast: 104; AHR act: 1; ZTA counter: -3

How did COC(=O)C1=C(C(=O)OC)[C@@H]2N(C)c3ccccc3[C@@]23C[C@@H](C(=O)OC)N(C(=O)c2cccs2)C3=N1 do in these assays?
RPL19A TOR yeast: 106; procasp3 activ: -7; LAP4 TOR yeast: 103; proCasp7 act: -7; EBNA-1 inhibitor: 11; MEP2-GFP yeast: 101; AHR act: 1; ZTA counter: -20

How did O=C(CSc1nnc(-c2ccc(Br)cc2)n1C1CCCCC1)N1CCCC1 do in these assays?
RPL19A TOR yeast: 99; procasp3 activ: 4; LAP4 TOR yeast: 99; proCasp7 act: -4; EBNA-1 inhibitor: -7; MEP2-GFP yeast: 101; AHR act: 1; ZTA counter: -6

Results for CCCCOc1ccc(N=Nc2ccc(N)nc2N)cn1 ?
RPL19A TOR yeast: 88; procasp3 activ: -21; LAP4 TOR yeast: 127; proCasp7 act: -8; EBNA-1 inhibitor: 0; MEP2-GFP yeast: 89; AHR act: 2; ZTA counter: -10

Results for CC1CCCN(c2nc3c(c(=O)n(C)c(=O)n3C)n2CCSc2nc3ccccc3o2)C1 (stereo not given) ?
RPL19A TOR yeast: 96; procasp3 activ: -1; LAP4 TOR yeast: 102; proCasp7 act: 2; EBNA-1 inhibitor: -3; MEP2-GFP yeast: 104; AHR act: 0; ZTA counter: 9

What do the screens show for `CCOC(=O)CSc1nnc(Cc2ccccc2)n1-c1cccc(Cl)c1`?
RPL19A TOR yeast: 96; procasp3 activ: 2; LAP4 TOR yeast: 106; proCasp7 act: 0; EBNA-1 inhibitor: -2; MEP2-GFP yeast: 98; AHR act: 3; ZTA counter: 6

How did COc1ccc(NC(=O)c2ccco2)c(NC(=O)c2ccc([N+](=O)[O-])cc2)c1 do in these assays?
RPL19A TOR yeast: 109; procasp3 activ: -5; LAP4 TOR yeast: 66; proCasp7 act: -11; EBNA-1 inhibitor: 1; MEP2-GFP yeast: 93; AHR act: 8; ZTA counter: 0

What do the screens show for `COc1cccc(-c2cc(C(F)(F)F)nc(-n3cncn3)n2)c1`?
RPL19A TOR yeast: 89; procasp3 activ: -2; LAP4 TOR yeast: 94; proCasp7 act: -5; EBNA-1 inhibitor: 6; MEP2-GFP yeast: 93; AHR act: 21; ZTA counter: -10

Results for CNc1snc(C)c1C(=O)OCC(=O)c1ccc(Cl)cc1 ?
RPL19A TOR yeast: 98; procasp3 activ: 0; LAP4 TOR yeast: 106; proCasp7 act: -1; MEP2-GFP yeast: 99; AHR act: 1; ZTA counter: 3

What do the screens show for `Cn1c(N)c(C(=O)CSc2nnc(N)s2)c(=O)n(C)c1=O`?
RPL19A TOR yeast: 98; procasp3 activ: 6; LAP4 TOR yeast: 88; proCasp7 act: 8; MEP2-GFP yeast: 92; AHR act: 0

What do the screens show for `CCC(Sc1nc(C)cc(C)n1)C(=O)Nc1ccc(S(N)(=O)=O)cc1` (stereo not given)?
RPL19A TOR yeast: 97; procasp3 activ: -6; LAP4 TOR yeast: 105; proCasp7 act: 0; EBNA-1 inhibitor: -1; MEP2-GFP yeast: 99; AHR act: -1; ZTA counter: 20

The list goes on (3 carried over from the part before).
Results for CNc1snc(C)c1C(=O)OCC(=O)c1ccc(Cl)cc1 ?
RPL19A TOR yeast: 98; procasp3 activ: 0; LAP4 TOR yeast: 106; proCasp7 act: -1; MEP2-GFP yeast: 99; AHR act: 1; ZTA counter: 3

What do the screens show for `Cn1c(N)c(C(=O)CSc2nnc(N)s2)c(=O)n(C)c1=O`?
RPL19A TOR yeast: 98; procasp3 activ: 6; LAP4 TOR yeast: 88; proCasp7 act: 8; MEP2-GFP yeast: 92; AHR act: 0

What do the screens show for `CCC(Sc1nc(C)cc(C)n1)C(=O)Nc1ccc(S(N)(=O)=O)cc1` (stereo not given)?
RPL19A TOR yeast: 97; procasp3 activ: -6; LAP4 TOR yeast: 105; proCasp7 act: 0; EBNA-1 inhibitor: -1; MEP2-GFP yeast: 99; AHR act: -1; ZTA counter: 20

Results for O=c1cc(CCl)nc2sc3ccccc3n12 ?
RPL19A TOR yeast: 96; procasp3 activ: -1; LAP4 TOR yeast: 90; proCasp7 act: -3; EBNA-1 inhibitor: 1; MEP2-GFP yeast: 151; AHR act: 0; ZTA counter: 1

Results for O=C(CSc1nnc(-c2cccc(F)c2)o1)Nc1nncs1 ?
RPL19A TOR yeast: 105; procasp3 activ: -3; LAP4 TOR yeast: 100; proCasp7 act: -1; EBNA-1 inhibitor: 4; MEP2-GFP yeast: 101; AHR act: 3; ZTA counter: 10

What do the screens show for `Clc1ccc(CSc2nccn2Cc2ccccc2)cc1`?
RPL19A TOR yeast: 96; procasp3 activ: -5; LAP4 TOR yeast: 109; proCasp7 act: -6; EBNA-1 inhibitor: 3; MEP2-GFP yeast: 103; AHR act: 1; ZTA counter: -23

Results for Cc1cc(=O)oc2cc(OCc3ccc(C(=O)N4CCN(c5ccccc5)CC4)cc3)ccc12 ?
RPL19A TOR yeast: 98; procasp3 activ: 1; LAP4 TOR yeast: 106; proCasp7 act: 5; EBNA-1 inhibitor: 3; MEP2-GFP yeast: 96; AHR act: -4; ZTA counter: 2

Results for CC(=O)N1CN(C2CCCC2)Cc2c1sc1c2CCCC1 ?
RPL19A TOR yeast: 94; procasp3 activ: 3; LAP4 TOR yeast: 98; proCasp7 act: -10; EBNA-1 inhibitor: 7; MEP2-GFP yeast: 97; AHR act: 3; ZTA counter: 8

What do the screens show for `COc1ccccc1/C=N/NC(=O)CO`?
RPL19A TOR yeast: 95; procasp3 activ: 2; LAP4 TOR yeast: 113; proCasp7 act: 9; EBNA-1 inhibitor: 1; MEP2-GFP yeast: 103; AHR act: 2; ZTA counter: 10

How did CN1CCCN(S(=O)(=O)c2ccc3ccccc3c2)CC1 do in these assays?
RPL19A TOR yeast: 105; procasp3 activ: 7; LAP4 TOR yeast: 93; proCasp7 act: -6; EBNA-1 inhibitor: -6; MEP2-GFP yeast: 103; AHR act: 0; ZTA counter: 6

How did CCc1nc2ccccc2c(C(=O)NCc2ccccc2)c1C do in these assays?
RPL19A TOR yeast: 100; procasp3 activ: 4; LAP4 TOR yeast: 105; proCasp7 act: -2; EBNA-1 inhibitor: -3; MEP2-GFP yeast: 99; AHR act: 4; ZTA counter: -1

How did Cc1ccc(S(=O)(=O)Nc2cccnc2)c(C)c1C do in these assays?
RPL19A TOR yeast: 99; procasp3 activ: 5; LAP4 TOR yeast: 100; proCasp7 act: 8; EBNA-1 inhibitor: -8; MEP2-GFP yeast: 102; AHR act: 1; ZTA counter: -9

What do the screens show for `O=C(c1ccc2nc(N3CCOCC3)sc2c1)N1CCN(C(=O)c2ccco2)CC1`?
RPL19A TOR yeast: 104; procasp3 activ: 10; LAP4 TOR yeast: 93; proCasp7 act: -7; EBNA-1 inhibitor: 15; MEP2-GFP yeast: 95; AHR act: 5; ZTA counter: -1

What do the screens show for `CN(C)c1ccc(C2N(c3ccc(F)cc3)C(=O)C3CCCN32)cc1` (stereo not given)?
RPL19A TOR yeast: 100; procasp3 activ: 8; LAP4 TOR yeast: 103; proCasp7 act: 11; EBNA-1 inhibitor: -6; MEP2-GFP yeast: 106; AHR act: 0; ZTA counter: 4
